S100A4 MyoIIA – inhibitors of S100A4-myosin IIA peptide binding, primary screen, biochemical, fluorescence polarization, TAMRA-MyoIIA peptide. Protein S100-A4 (Homo sapiens), P26447. inhibition, % at 10.7 µM. 360,000 compounds, 0.14% hits;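 active means mean inhibition of at least 70% across replicates, with every replicate also reaching that level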
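Test system: S100A4 monomer protein; Medium: HEPES pH 7.2 with CaCl2, KCl, NaCl, DTT, Triton; Probe or stimulus: TAMRA-labelled myosin IIA heavy-chain peptide probe, 5 nM; Doses: one dose per compound; Times: polarization read 5 min after assay mix addition, stable 5–60 min; Benchmarks: neutral control DMSO, positive control TFP.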
RAD54 inh – inhibitors of human RAD54 branch migration, primary screen, biochemical, fluorescence, single point; DNA repair and recombination protein RAD54-like (Homo sapiens), Q92698; 360,000 compounds, 0.14% hits; inhibition, % at 10.4 µM; AID 602329, 2012; RAD54 Holliday junction branch migration, FAM/BHQ fluorescence;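 active means mean normalized replicate activity at least 40 and at least half of replicates scoring 40 or more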;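 further: 0% = median of neutral control wells and 100% = median of positive control wells; inhibitors cause a drop in the FAM fluorescence signal; in these data hits start at about 50%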
E-sel inducer – E-selectin induction in HUVECs, primary screen, imaging, HUVEC, immunofluorescence imaging, single point | normalized: neutral wells 0, TNF-alpha wells 100 | P16581 | 260,000 compounds, 0.37% hits | activation, % at 7.58 µM | AID 686992, 2013;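 active means mean E-selectin-positive cell signal at least 10% of the positive control, reached in at least 60% of replicates, without over 20% cell loss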;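 further: in these data hits start at about 27%; measured in HUVEC primary endothelial cells; signal is the percent of cells scored E-selectin positive by PE staining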
Target sequence (P16581 whole entry, looked up): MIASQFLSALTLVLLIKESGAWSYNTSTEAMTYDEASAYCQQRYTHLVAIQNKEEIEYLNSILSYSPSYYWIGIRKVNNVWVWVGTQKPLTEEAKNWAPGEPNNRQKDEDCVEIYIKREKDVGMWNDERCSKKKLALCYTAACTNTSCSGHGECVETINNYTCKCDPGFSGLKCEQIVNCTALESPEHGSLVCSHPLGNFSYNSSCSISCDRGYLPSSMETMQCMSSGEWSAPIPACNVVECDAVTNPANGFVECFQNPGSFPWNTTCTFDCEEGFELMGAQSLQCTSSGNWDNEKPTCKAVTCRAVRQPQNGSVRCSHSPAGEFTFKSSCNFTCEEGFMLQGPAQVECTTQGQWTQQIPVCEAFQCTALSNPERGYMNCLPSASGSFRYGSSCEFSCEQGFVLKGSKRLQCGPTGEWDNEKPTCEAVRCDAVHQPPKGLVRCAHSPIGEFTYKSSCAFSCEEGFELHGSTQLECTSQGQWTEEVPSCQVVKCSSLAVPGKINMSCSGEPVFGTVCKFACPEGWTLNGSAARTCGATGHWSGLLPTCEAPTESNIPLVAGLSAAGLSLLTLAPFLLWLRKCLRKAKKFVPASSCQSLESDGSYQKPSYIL
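assay system = HUVEC, human umbilical vein endothelial cells | input = 3,000 HUVEC seeded per well | medium = EGM-2 growth medium on 0.1% gelatin-coated wells | dosing = one compound dose added by pin transfer | signal = immunofluorescence imaging | read-out basis = % PE-positive cells | control set = TNF-alpha, DMSO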
esBAF inh – Bmi1 luciferase reporter increase in mESCs, primary screen, esBAF inhibitor project, mouse ES cells, Bmi1 luciferase knock-in, single point. AID 602393, 2012. 350,000 compounds, 2% hits. 24 h; 100% = twice the neutral-well signal. reporter increase, % at 12.5 µM; in the data active means activation above about 40%;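 further: 0% = median of the plate's neutral control wells and 100% = double that signal; a rise in the Bmi1 reporter signal indicates esBAF inhibition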
RAD52 anneal inh – RAD52 DNA annealing inhibitors, primary screen, biochemical, FRET, single point, set 2; DNA repair protein RAD52 homolog (Homo sapiens), P43351; recombinant RAD52 DNA annealing, FRET fluorescence; inhibition, % at 18.7 µM; 360,000 compounds, 0.46% hits;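 active means every replicate showing at least 50% inhibition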
ERAP1 inh – human ERAP1 aminopeptidase inhibitors, primary screen, biochemical, single point, plate reader. Endoplasmic reticulum aminopeptidase 1 (Homo sapiens), Q9NZ08. recombinant ERAP1, Leu-AMC fluorescence, 60 min. inhibition, % at 10.7 µM. 340,000 compounds, 0.15% hits. AID 652197, 2013;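 active means mean replicate inhibition of at least 30%, or all replicates individually reaching that 30% level; inactive means mean below 30% and not every replicate reaching it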;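 further: 0% = neutral control wells and 100% = L-leucinethiol positive control wells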
XiGFP reactiv – activators of inactive X chromosome reactivation, primary screen, imaging, XiGFP fibroblasts, GFP high-content imaging, set 2 | XiGFP mouse fibroblasts, % GFP-positive cells imaging, 3 d; cells co-treated with 5-aza-dC sensitizer; scaled so ellipticine positive control = 100% | activation, % at 7.58 µM | 360,000 compounds, 0.055% hits;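 active means mean normalized replicate activation at least 10% and every replicate at or above 10%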;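 further: 0% = median of on-plate neutral control wells and 100% = ellipticine 6 µM median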
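System: 68-5-11 XiGFP fibroblast line | Buffer or medium: DMEM containing 5-aza-dC | Compound: Single point | Times: Compounds 3 days, fix/stain 15 min at room temperature | Benchmarks: Positive control ellipticine, 6 µM final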
ERp5 block – inhibitors of ERp5-driven insulin aggregation, primary screen, biochemical, turbidity, absorbance 650 nm, single point | Protein disulfide-isomerase A6 (Homo sapiens), Q15084 | 90 min | inhibition, % at 9.99 µM | 350,000 compounds, 0.05% hits;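 active means mean replicate inhibition above about 25%, with every replicate also reaching it, limit read from the data, passing the limit was not always enough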
Target sequence (Q15084 whole entry, looked up): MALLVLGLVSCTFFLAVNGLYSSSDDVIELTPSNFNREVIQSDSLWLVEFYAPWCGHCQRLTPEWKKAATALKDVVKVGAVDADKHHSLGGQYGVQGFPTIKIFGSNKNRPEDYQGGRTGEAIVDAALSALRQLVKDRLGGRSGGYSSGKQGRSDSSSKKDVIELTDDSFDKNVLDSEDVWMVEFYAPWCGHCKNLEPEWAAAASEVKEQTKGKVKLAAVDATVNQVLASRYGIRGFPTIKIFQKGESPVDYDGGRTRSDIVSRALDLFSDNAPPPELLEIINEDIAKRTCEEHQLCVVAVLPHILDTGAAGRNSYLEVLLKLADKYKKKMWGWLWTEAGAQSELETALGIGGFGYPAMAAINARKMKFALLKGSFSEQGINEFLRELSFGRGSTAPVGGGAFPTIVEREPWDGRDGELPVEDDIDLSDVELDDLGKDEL
Starred values were filed as active, the others as inactive.

For NC(CCc1ccccc1)c1csc(Nc2ccc(C(=O)NCCO)cc2)n1 (configuration not stated) the results were S100A4 MyoIIA -2, RAD54 inh -3, E-sel inducer -0.6, esBAF inh 10, RAD52 anneal inh -58, ERAP1 inh 0, XiGFP reactiv 0.0 and ERp5 block -1.
Screening Cc1sc(NC(=O)CN(Cc2ccccc2)C(=O)C2CC2)c(C(N)=O)c1C returned S100A4 MyoIIA 2, RAD52 anneal inh -16, ERAP1 inh -1, XiGFP reactiv 0.0 and ERp5 block -5.
Screening C[C@@H]1CN([C@H](C)CO)C(=O)c2ccccc2-c2ccccc2CO[C@@H]1CN(C)S(=O)(=O)c1ccsc1 returned S100A4 MyoIIA 0, RAD54 inh -8, E-sel inducer -0.8, esBAF inh -4, RAD52 anneal inh 5, ERAP1 inh 1, XiGFP reactiv -0.9 and ERp5 block -9.
`C[C@H]1CN([C@@H](C)CO)C(=O)c2cc(NC(=O)Nc3ccc4c(c3)OCO4)ccc2O[C@@H]1CN(C)C(=O)Nc1cccc2ccccc12` gave S100A4 MyoIIA 5, RAD54 inh 3, E-sel inducer -4.4, esBAF inh -1, RAD52 anneal inh -10, ERAP1 inh -1, XiGFP reactiv 0.3 and ERp5 block 1.
For O=C(NCC1OCCCN1S(=O)(=O)c1cc(F)ccc1F)C(=O)NC1CCCC1 (configuration not stated) the results were S100A4 MyoIIA -3, RAD54 inh -7, E-sel inducer -0.1, RAD52 anneal inh 4, ERAP1 inh -3, XiGFP reactiv -0.1 and ERp5 block 5.
For C/C(=N\NC(=O)c1nc2ccccn2c1C)c1cccc([N+](=O)[O-])c1 the results were S100A4 MyoIIA -6, RAD52 anneal inh -14, ERAP1 inh 1, XiGFP reactiv 0.0 and ERp5 block 5.
For CC(=O)c1cccc(OCc2cc(C(=O)N(C)CCc3ccccn3)no2)c1 the results were S100A4 MyoIIA 0, RAD54 inh -8, E-sel inducer -0.1, RAD52 anneal inh -16, ERAP1 inh -1, XiGFP reactiv 0.2 and ERp5 block 7.
Screening O=C1c2cccc(OCC(=O)N3CCCc4ccccc43)c2CCN1Cc1cccnc1 returned S100A4 MyoIIA -13, RAD52 anneal inh -16, ERAP1 inh 3, XiGFP reactiv 0.1 and ERp5 block 0.
COc1ccc(-c2cn3c(C)c(C(=O)N4CCCc5ccccc54)sc3n2)cc1 was read as S100A4 MyoIIA -1, RAD54 inh -2, esBAF inh 12, RAD52 anneal inh -11, ERAP1 inh -5, XiGFP reactiv 0.2 and ERp5 block 1.
O=C(/C=C/c1ccc([N+](=O)[O-])cc1)Nc1ncc([N+](=O)[O-])s1 was read as S100A4 MyoIIA 0, RAD54 inh 0, esBAF inh 3, RAD52 anneal inh -8, ERAP1 inh 2, XiGFP reactiv -0.1 and ERp5 block -6.
For CCNC(=S)N1CCCCC1CO (configuration not stated) the results were S100A4 MyoIIA -2, E-sel inducer -0.1, RAD52 anneal inh -9, ERAP1 inh 4, XiGFP reactiv -0.1 and ERp5 block 5.
`CC(C)COC(=O)N(C)C[C@H]1OCc2cn(nn2)CCCC(=O)N([C@H](C)CO)C[C@H]1C` gave S100A4 MyoIIA 21, RAD54 inh 3, E-sel inducer 0.0, esBAF inh -2, RAD52 anneal inh 16, ERAP1 inh 2, XiGFP reactiv -0.6 and ERp5 block -7.
For CCC(=O)N1CC2(c3ccccc3)CN(C(=O)CC)CC(c3ccccc3)(C1)C2=O the results were S100A4 MyoIIA 3, E-sel inducer 0.0, RAD52 anneal inh -5, ERAP1 inh 3, XiGFP reactiv 0.0 and ERp5 block -4.
CC(C)(C)OC(=O)C[C@H]1C/C=C\C[C@H](CC(=O)NCCO)C(=O)N[C@@H](c2ccccc2)COC1=O was read as S100A4 MyoIIA 5, RAD54 inh -12, E-sel inducer -0.1, esBAF inh -2, RAD52 anneal inh -9, ERAP1 inh -3, XiGFP reactiv -0.5 and ERp5 block 6.
For C[C@@H](NC(=O)[C@@H]1[C@@H](CO)[C@@H]2Cn3c(ccc(-c4ccccc4)c3=O)[C@H]1N2C)c1ccccc1 the results were S100A4 MyoIIA -4, RAD54 inh 3, E-sel inducer -0.2, esBAF inh -2, RAD52 anneal inh -5, ERAP1 inh -1, XiGFP reactiv 0.6 and ERp5 block 0.
For CN(c1ccc(OCC(=O)N2CCCC2)cc1)S(=O)(=O)c1ccc(Cl)cc1 the results were S100A4 MyoIIA -3, RAD54 inh 3, E-sel inducer -0.5, esBAF inh -3, RAD52 anneal inh -8, ERAP1 inh 0, XiGFP reactiv 0.0 and ERp5 block 6.
Screening CCCCn1c(-c2ccc(OC)cc2)nc2c(=O)n(C)c(=O)[nH]c21 returned S100A4 MyoIIA 2, E-sel inducer 0.4, RAD52 anneal inh -17, ERAP1 inh -1, XiGFP reactiv 0.0 and ERp5 block 22.
COc1cccc(NC(=O)N2CCN(c3nc(-c4cccc(OC)c4)cs3)CC2)c1 was read as S100A4 MyoIIA -6, RAD54 inh -6, E-sel inducer -0.5, esBAF inh 5, RAD52 anneal inh -15 and ERp5 block -2.
For CCN(CC(=O)Nc1ccc(OC)cc1)C(=O)Cc1coc2cc(C)c(C)cc12 the results were S100A4 MyoIIA -3, RAD54 inh 11, esBAF inh 4, RAD52 anneal inh -1, ERAP1 inh 1, XiGFP reactiv 0.1 and ERp5 block 6.
For CCN1C(=O)C(CC(=O)Nc2ccc(Cl)cc2)N(NC(=O)c2ccncc2)C1=S (configuration not stated) the results were S100A4 MyoIIA -1, RAD54 inh -1, E-sel inducer -0.5, esBAF inh -2, RAD52 anneal inh 1, ERAP1 inh -4, XiGFP reactiv 0.1 and ERp5 block 3.
For Cc1ccc2cc3c(N)[nH]nc3nc2c1 the results were S100A4 MyoIIA -6, RAD54 inh 1, E-sel inducer 0.8, RAD52 anneal inh -11, ERAP1 inh 6, XiGFP reactiv 0.1 and ERp5 block 0.
O=C(N/N=C/c1cccc(Cl)c1Cl)Nc1ccccc1 was read as S100A4 MyoIIA 0, RAD54 inh -11, esBAF inh 50*, RAD52 anneal inh -4, ERAP1 inh 0 and ERp5 block -2.
`COc1cc(-c2cc3nc(NCCN(C)C)ccn3n2)cc(OC)c1OC` gave S100A4 MyoIIA -1, RAD54 inh 8, esBAF inh -11, RAD52 anneal inh 28, ERAP1 inh -6, XiGFP reactiv 0.0 and ERp5 block 0.
`O=C(Nc1nnc(-c2ccco2)o1)C1CCCCC1` gave S100A4 MyoIIA -3, RAD54 inh -12, E-sel inducer 0.0, esBAF inh -4, RAD52 anneal inh -14, ERAP1 inh -2, XiGFP reactiv 0.0 and ERp5 block 4.
For CN1C(=O)c2cc(NC(=O)C3CC3)ccc2OC[C@H]2O[C@@H](CC(=O)O)CC[C@H]21 the results were S100A4 MyoIIA 0, E-sel inducer 0.1, RAD52 anneal inh -1, ERAP1 inh 3, XiGFP reactiv 0.7 and ERp5 block 1.
For CCOC(=O)C1(CC2CC2)CCN(Cc2cnc(-c3ccccc3C)nc2)CC1 the results were S100A4 MyoIIA 4, E-sel inducer 1.1, RAD52 anneal inh -15, ERAP1 inh -1, XiGFP reactiv -0.1 and ERp5 block -9.
`Cc1ccc(S(=O)(=O)N2CCCCC2)cc1NC(=O)CN1C(=O)CN(C)C1=O` gave S100A4 MyoIIA -5, esBAF inh -5, RAD52 anneal inh -4, ERAP1 inh 2, XiGFP reactiv 0.0 and ERp5 block 1.
CC(C)NC(=O)N1[C@H](CO)[C@@H](c2ccccc2)C12CN(C(=O)Cc1cccnc1)C2 was read as S100A4 MyoIIA -1, E-sel inducer 0.1, RAD52 anneal inh 17, ERAP1 inh 2, XiGFP reactiv 0.0 and ERp5 block -1.
`CCc1ccc(NC(=O)CN(c2ccccc2)S(=O)(=O)N(C)C)cc1` gave S100A4 MyoIIA -2, RAD54 inh -2, esBAF inh -3, RAD52 anneal inh -12, ERAP1 inh 0, XiGFP reactiv 0.2 and ERp5 block -6.
For Cc1ccc2[nH]c(=O)c(CN(Cc3cccs3)Cc3nnnn3Cc3ccccc3)cc2c1 the results were S100A4 MyoIIA 1, RAD54 inh -35, esBAF inh 12, RAD52 anneal inh -14, ERAP1 inh -3 and ERp5 block 9.
For CCC(=O)Nc1ccc2c(c1)C(=O)N(C)C[C@@H](OC)[C@H](C)CN(C(=O)c1cnccn1)[C@@H](C)CO2 the results were S100A4 MyoIIA 4, RAD54 inh 3, E-sel inducer -0.4, esBAF inh -7, RAD52 anneal inh -6, ERAP1 inh -2, XiGFP reactiv -0.1 and ERp5 block -2.
`Cc1ccc(S(=O)(=O)NCC(=O)Nc2cccnc2)cc1C` gave S100A4 MyoIIA -6, E-sel inducer -0.1, esBAF inh 5, RAD52 anneal inh -7, ERAP1 inh 2, XiGFP reactiv 0.1 and ERp5 block 1.
C[C@H](CO)N1C[C@H](C)[C@@H](CN(C)Cc2ccc3c(c2)OCO3)Oc2ccc(NS(=O)(=O)c3cn(C)cn3)cc2C1=O was read as S100A4 MyoIIA -58, RAD54 inh 0, esBAF inh -4, RAD52 anneal inh -5, ERAP1 inh 0, XiGFP reactiv 0.0 and ERp5 block 20.
For COc1ccc(S(=O)(=O)N(C)C[C@H]2OCCCC[C@@H](C)Oc3ccc(NC(=O)CCCCCC(=O)Nc4ccccc4N)cc3C(=O)N([C@H](C)CO)C[C@@H]2C)cc1 the results were RAD54 inh -5, E-sel inducer 0.2, esBAF inh -1 and XiGFP reactiv 0.1.

Reprinted from the results shown, four compounds:
For CCC(=O)Nc1ccc2c(c1)C(=O)N(C)C[C@@H](OC)[C@H](C)CN(C(=O)c1cnccn1)[C@@H](C)CO2 the results were S100A4 MyoIIA 4, RAD54 inh 3, E-sel inducer -0.4, esBAF inh -7, RAD52 anneal inh -6, ERAP1 inh -2, XiGFP reactiv -0.1 and ERp5 block -2.
`Cc1ccc(S(=O)(=O)NCC(=O)Nc2cccnc2)cc1C` gave S100A4 MyoIIA -6, E-sel inducer -0.1, esBAF inh 5, RAD52 anneal inh -7, ERAP1 inh 2, XiGFP reactiv 0.1 and ERp5 block 1.
C[C@H](CO)N1C[C@H](C)[C@@H](CN(C)Cc2ccc3c(c2)OCO3)Oc2ccc(NS(=O)(=O)c3cn(C)cn3)cc2C1=O was read as S100A4 MyoIIA -58, RAD54 inh 0, esBAF inh -4, RAD52 anneal inh -5, ERAP1 inh 0, XiGFP reactiv 0.0 and ERp5 block 20.
For COc1ccc(S(=O)(=O)N(C)C[C@H]2OCCCC[C@@H](C)Oc3ccc(NC(=O)CCCCCC(=O)Nc4ccccc4N)cc3C(=O)N([C@H](C)CO)C[C@@H]2C)cc1 the results were RAD54 inh -5, E-sel inducer 0.2, esBAF inh -1 and XiGFP reactiv 0.1.

Screening data: PubChem, Broad Institute

This is a random part of the collection, and some 2.5% of all compounds hit somewhere here.
